Source: PubChem (several laboratories)
T cell modulator = modulates CD8 T cell binding to vesicles; AID 2052; 2C CD8+ T cell-vesicle binding, flow cytometry; active compounds read low; 0.068% of 330,000 active; calls only at 7 µM;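 active = response, share of CD8 T cells binding vesicles, and their 90th percentile fluorescence all below set limits, cut at about 80% in these data, passing the limit was not always enough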
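Material: 2C TCR transgenic mouse naive CD8+ T cells, MACS-purified. Also added: QL9-charged Drosophila Ld/ICAM-1/B7-1 vesicles. Timing: binding 1.5 h at 37 °C. Measured by: high-throughput flow cytometry with anti-B7-1 and anti-CD8 staining. Read-out: percent CD8+ FL2 mean versus row control. Controls: Unloaded micro-vesicles (low), QL9 vesicles with 0.7% DMSO (high).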
NTR1 ag = agonists of NTR1, primary screen, imaging, U2OS cells, beta-arrestin-GFP, high content (AID 493036); NTR1-U2OS beta-arrestin-GFP spot imaging, agonist mode; activation, % at 20 µM; P30989; 0.17% of 330,000 active;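 active = activation at or above 40% of the spot to cytoplasm intensity ratio, with at least 20 cells analyzed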;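 also: 0% = DMSO without peptide and 100% = 100 nM NTR1 peptide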
Target sequence (P30989 whole entry, looked up): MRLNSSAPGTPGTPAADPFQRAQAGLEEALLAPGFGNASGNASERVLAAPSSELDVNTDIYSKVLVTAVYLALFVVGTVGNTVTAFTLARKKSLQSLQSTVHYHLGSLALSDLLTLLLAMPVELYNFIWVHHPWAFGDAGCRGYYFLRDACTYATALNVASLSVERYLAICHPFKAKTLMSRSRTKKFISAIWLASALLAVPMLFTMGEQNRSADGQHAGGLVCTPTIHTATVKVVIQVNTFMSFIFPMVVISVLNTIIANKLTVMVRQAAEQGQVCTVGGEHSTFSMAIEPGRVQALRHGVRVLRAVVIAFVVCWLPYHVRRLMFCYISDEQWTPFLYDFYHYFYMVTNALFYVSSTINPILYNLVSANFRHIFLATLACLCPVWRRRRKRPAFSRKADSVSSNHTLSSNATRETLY
GPR55 LPI antagonism = GPR55 antagonists blocking LPI-driven arrestin recruitment, primary screen, imaging, U2OS, beta-arrestin-GFP, LPI agonist (AID 2013). 0.13% of 290,000 active. one-dose inhibition, % at 10 µM; IC50 in µM for titrated hits. U2OS GPR55 beta-arrestin-GFP translocation imaging, LPI antagonism; higher % means a stronger effect;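 active = spots per cell inhibited over 60%, with over 100 cells counted and total cytoplasm intensity under 500,000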;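 also: U2OS cells stably carrying GPR55 and arrestin-GFP stimulated by 5 µM LPI near EC80; imaged beta-arrestin-GFP aggregate spots per cell after agonist stimulation; plate controls were LPI-stimulated DMSO wells for no effect and DMSO wells without LPI for full effect; some results filed as inactive read as strong as hits; confirmed hits need IC50 under 10 µM and bright autofluorescent wells are also inconclusive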
GPR35 arrestin U2OS = inhibition of zaprinast-stimulated GPR35 beta-arrestin translocation – imaging, U2OS, beta-arrestin-GFP, zaprinast agonist, primary screen (AID 2058); 0.052% of 290,000 active; inhibition, % at 10 µM; hits with a dose series show IC50 in µM; U2OS GPR35 beta-arrestin-GFP translocation imaging, zaprinast antagonism; higher % means a stronger effect;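 active = inhibition of at least 50% with at least 30 cells and total cytoplasm GFP at most 10,000,000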
Rac1 GTP hydrolysis = MgcRacGAP GTPase-activating activity inhibitors, confirmation, biochemical, ADP Hunter fluorescence. inhibition, % at 30 µM; hits with a dose series show IC50 in µM. AID 624330. MgcRacGAP-stimulated Rac1 GTP hydrolysis, ADP Hunter fluorescence; higher % means a stronger effect; GST-tagged Rac1 F28L mutant substrate. 0.6% of 340,000 active;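 active = first-screen hits whose inhibition reached a set limit at any dose in the follow-up dose series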;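 also: fluorescence reports GDP produced by GAP-driven GTP hydrolysis; strong numbers were not always called active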
Hep lipid drop = hepatic lipid droplet formation modulation | inhibition, % at 6.5 µM | 0.4% of 240,000 active | AML12 mouse hepatocytes, oleate lipid droplets, BODIPY imaging;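 active = lipid droplet intensity inhibited by at least 50%, with more than 500 cells counted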
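Assay system: AML12 hepatocytes (mouse) / Also added: 100 µM oleic acid challenge / Times: overnight treatment with compound plus oleate / Detection: high-content imaging of BODIPY-stained droplets and DAPI nuclei / Evaluation: % inhibition of lipid droplet signal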
GPR55 activation = GPR55 agonists via beta-arrestin recruitment, primary screen, imaging, U2OS cells, beta-arrestin-GFP redistribution (AID 1961) | U2OS GPR55 beta-arrestin-GFP redistribution imaging; higher % means a stronger effect | one-dose activation, % at 10 µM; EC50 in µM for titrated hits | 0.048% of 290,000 active;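 active = activation above 40% with more than 50 cells counted in the well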;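 also: U2OS osteosarcoma cells stably expressing GPR55 and beta-arrestin-GFP; plate controls were DMSO negative control for no effect and LPI positive control for full effect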
SV40 large T antigen = SV40 large T antigen inhibitors, biochemical (AID 1903). SV40 large T antigen ATPase/helicase inhibition assay; higher % means a stronger effect. inhibition, % at 20 µM; hits with a dose series show IC50 in µM. 0.39% of 310,000 active; in the data active = a potency from the dose series; also: strong numbers were not always called active
LYP phosphatase = inhibitors of LYP phosphatase, biochemical, fluorescence intensity, uHTS (AID 1779). 0.054% of 290,000 active. inhibition, % at 11.5 µM, or IC50 in µM where a hit was titrated. recombinant LYP phosphatase, fluorescence intensity; higher % means a stronger effect; in the data active = inhibition above about 50%;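 also: plate controls were vehicle with enzyme for no effect and no enzyme for full effect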
Hep lipid drop cells 6.5 µM = second read-out of Hep lipid drop, no call of its own (marks repeat the call); cell count; measured here: cell count, cytotoxicity flag;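 cells counted across two imaged fields per well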
T cell modulator vesicle-bound % = further read-out of T cell modulator, marked with its call; double positive events, %; measured here: CD8+ vesicle-bound cell fraction;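 binding gate set so that unloaded-vesicle control wells show 10% double positive cells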
NTR1 ag cell count 20 µM = further read-out of NTR1 ag, marked with its call; cell count; measured here: cell count, cytotoxicity flag
* marks the source's active call; other numbers are inactive results; i = inactive; x = not tested or not shown; & = joins results of further samples. No enrichment for hits; about 1.8% have a hit in one of these screens.

SMILES	T cell modulator	T cell modulator vesicle-bound %	NTR1 ag	NTR1 ag cell count 20 µM	GPR55 LPI antagonism	GPR35 arrestin U2OS	Rac1 GTP hydrolysis	Hep lipid drop	Hep lipid drop cells 6.5 µM	GPR55 activation	SV40 large T antigen	LYP phosphatase
CC1CCCCC1NC(=O)CCCCn1c(=O)[nH]c2ccsc2c1=O (stereo not given)	i	20	-1.0	53	10%	8%	5%	13	852	0.6%	6%	-8%
O=C(Nc1ccccc1O)c1ccc2c(c1)C(=O)N(N1C(=O)c3ccccc3C1=O)C2=O	i	26	1.0	57	1%	8%	0%	4	843	-0.2%	6%	-7%
Cn1c(SCCOc2ccc(F)cc2)nnc1-c1ccncc1	i	44	-0.9	65	1%	-7%	-1%	-3	652	-0.1%	13%	-4%
O=C(NCc1ccco1)C(c1cccs1)N(Cc1ccccc1)C(=O)Cn1nnc2ccccc21 (stereo not given)	i	26	0.4	49	4%	2%	4%	x	x	-0.3%	7%	4%
CCc1cc2c(COC(=O)c3c(C)noc3C)cc(=O)oc2cc1O	i	38	10	63	14%	-15%	10%	3	667	-0.2%	7%	-4%
Cc1ccc([N+](=O)[O-])cc1NC(=O)C(C)Sc1nnc(C)n1CC1CCCO1 (stereo not given)	i	23	1.1	44	9%	5%	9%	60*	800*	-0.1%	8%	-15%
CCCc1c(C)[nH]c2nc3ccccc3n2c1=O	i	26	-1.3	57	-15%	-4%	x	x	x	-0.1%	0%	-5%
O=C1Nc2ccccc2C1=O	i	28	6.0	87	x	x	1%	x	x	x	3%	x
Cc1ncc(C23CC4CC(CC(C4)C2)C3)[nH]1	i	63	0.3	44	6%	5%	2%	x	x	0.1%	3%	-7%
CCOC(=O)N1CCN(C(=O)c2cn(-c3ccc(C)c(C)c3)c(=O)c3ccccc23)CC1	x	x	x	x	-3%	-7%	6%	-20	765	0.2%	3%	-1%
CCOc1ncccc1C(=O)Nc1cccc(Cl)c1Cl	i	36	3.9	87	10%	-11%	5%	5	717	-0.7%	2%	-1%
COc1cc(OC)cc(C(=O)Nc2ccc(N3CCN(C(=O)c4cccs4)CC3)cc2)c1	i	20	1.4	56	-14%	-4%	6%	8	733	0.8%	0%	-5%
COc1ccccc1-n1cnc2sc(C)c(C)c2c1=O	i	22	-0.9	83	8%	7%	6%	-5	622	-0.1%	7%	-6%
Cc1cccc(/C=C2/C(=O)/C(=C/c3ccccc3C)C3CCC2N3C)c1 (stereo not given)	i	53	12	67	-4%	-9%	3%	x	x	-0.3%	1%	-4%
CCOc1ccc(CC2CCC(=O)NC2=O)cc1 (stereo not given)	i	52	2.5	77	-2%	-5%	1%	5	736	0.6%	-3%	3%
Cc1ccc2c(c1)C(c1ccccc1)N(C(=O)c1c(F)cccc1Cl)CC(=O)N2 (stereo not given)	i	42	0.6	90	0%	10%	3%	x	x	-0.1%	9%	-5%
CC(C)N1CCN(Cc2nc3c(s2)CCCC3)CC1CCO (stereo not given)	i	38	0.3	60	2%	7%	6%	4	711	-0.1%	8%	-4%
O=[n+]1c2c(n([O-])c3cc(F)c(N4CCCC4)cc31)CCCC2	i	59	-1.3	57	6%	12%	19%	x	x	-0.1%	7%	-2%
Cc1cccc(NC(=O)C2CC(=O)OC23CCCCC3)c1 (stereo not given)	i	28	-1.0	71	-9%	14%	-2%	2	766	-0.1%	1%	-4%
Cc1ccc(NC(=O)COC(=O)Cc2ccsc2)cc1S(=O)(=O)N1CCOCC1	i	5	1.1	80	3%	4%	10%	-1	650	0.6%	7%	-2%
COc1ccc([N+](=O)[O-])cc1NC(=O)Cc1noc2ccc(C)cc12	i	51	0.4	61	5%	-6%	4%	2	735	0.5%	10%	1%
COc1cccc(-n2nnnc2SCC(=O)Nc2ccc(C(C)=O)cc2)c1	i	34	-1.1	56	-2%	-3%	5%	0	714	0.5%	7%	-4%
Cc1ccc(NC(=O)C2CCN(c3cnccn3)CC2)cc1	i	47	-0.7	29	3%	-19%	4%	6	674	-0.4%	18%	-8%
CSc1nc2c(c(=O)[nH]1)C(c1ccc(C(F)(F)F)cc1)CC(=O)N2 (stereo not given)	i	65	0.3	39	13%	1%	7%	7	718	-0.2%	4%	2%
OCCN1CCOCCN(CCO)CCN(CCO)CC1	i	28	1.5	46	-7%	3%	1%	x	x	-0.2%	2%	4%
CS(=O)(=O)c1ccc(C(=O)OCC(=O)NC(=O)C2CCCCC2)cc1[N+](=O)[O-]	i	21	17	27	-4%	-3%	1%	0	718	0.6%	7%	-1%
O=C(O)c1cccc(NC(=O)c2cn(-c3ccccc3)nc2-c2ccncc2)c1	i	59	-0.6	97	3%	25%	2%	0	705	-0.1%	1%	-4%
COc1ccc(CNC(=O)CN(Cc2cccs2)C(=O)CCC(=O)Nc2ccccn2)cc1	i	13	3.0	63	8%	0%	5%	-4	712	0.1%	4%	-8%
CCOC(=O)C1=C(CSc2nccn2C)NC(=O)NC1c1cc(C)ccc1C (stereo not given)	i	49	3.1	53	-13%	-11%	2%	5	819	-0.1%	8%	-7%
CN(C)S(=O)(=O)c1ccc2[nH]cc(/C=C/c3nc4ccccc4c(=O)n3-c3ccccc3)c2c1	x	x	12	65	11%	8%	-1%	x	x	-0.1%	10%	1%
COc1ccc(-c2cn(-c3ccc(Cl)cc3)c3[n+]2CCCCC3)cc1	i	45	0.4	53	-7%	8%	-1%	1	682	-0.2%	1%	-7%
O=C(c1ccc(F)cc1)N1CCC(c2ccccc2)C1 (stereo not given)	i	32	0.3	60	-6%	2%	1%	9	673	1.2%	11%	0%
CCc1ccc(CN(C)C(=O)CCc2nc3ccccc3n(-c3ccc(OC)cc3)c2=O)cc1	i	45	14	56	1%	-16%	0%	32	718	0.1%	-1%	2%
Cc1ccc(-c2cc(C(=O)O)c3ccccc3n2)c(C)c1	i	52	-0.3	51	5%	0%	7%	14	681	-0.6%	0%	1%
COC(=O)COc1ccc(S(=O)(=O)NCc2cccnc2)cc1	i	47	1.8	56	2%	10%	1%	4	746	-0.2%	-1%	-4%
COc1ccccc1C(=O)NC(=Nc1nc2ccccc2o1)NC(=O)c1ccccc1OC	i	40	40*	57*	23%	-8%	0%&-3%	0	689	0.9%	-7%	17%
COc1ccccc1NS(=O)(=O)c1cccc(NC(=O)NCCCl)c1	i	27	0.9	64	13%	11%	10%	6	672	-0.1%	8%	-9%
CC(C)(C)C(=O)NC(=S)N1CCc2ccccc21	i	5	0.9	48	-8%	7%	16%	2	663	-0.2%	10%	-3%
Cc1ccc(S(=O)(=O)N2CCC(C(=O)Nc3ccncc3)CC2)cc1	i	10	0.2	53	x	x	8%	x	x	x	10%	x
O=C(NCC(=O)N1CCN(c2ccccc2O)CC1)c1cccs1	i	30	0.0	66	x	x	6%	x	x	x	8%	x
Cc1noc(C)c1S(=O)(=O)NCc1ccc2c(c1)OCO2	i	21	4.6	51	5%	-3%	10%	x	x	-0.2%	6%	-6%
COc1cc(C(=O)NCc2nnc(SCC(=O)Nc3c(C)cc(C)cc3C)o2)cc(OC)c1OC	i	30	0.4	58	-8%	19%	-1%	4	707	0.0%	6%	-5%
COc1ccc(S(=O)(=O)Nc2cccc(-c3ccc(N4CCCCCC4)nn3)c2)cc1OC	i	33	1.5	55	7%	-2%	12%	-4	717	-0.1%	5%	-1%
CCOC(=O)N1CCC(NC(=O)c2ccc3c(c2)N(Cc2ccccc2)CCS3)CC1	i	51	2.1	43	20%	14%	1%	x	x	-0.2%	-1%	-5%
COc1ccc(CC(=O)Nc2nc(-c3cc(OC)ccc3OC)cs2)cc1	i	33	7.0	99	0%	-14%	-4%	33	696	0.1%	7%	3%

Gathered by group, the entries above with a COOH group
SMILES	T cell modulator	T cell modulator vesicle-bound %	NTR1 ag	NTR1 ag cell count 20 µM	GPR55 LPI antagonism	GPR35 arrestin U2OS	Rac1 GTP hydrolysis	Hep lipid drop	Hep lipid drop cells 6.5 µM	GPR55 activation	SV40 large T antigen	LYP phosphatase
O=C(O)c1cccc(NC(=O)c2cn(-c3ccccc3)nc2-c2ccncc2)c1	i	59	-0.6	97	3%	25%	2%	0	705	-0.1%	1%	-4%
Cc1ccc(-c2cc(C(=O)O)c3ccccc3n2)c(C)c1	i	52	-0.3	51	5%	0%	7%	14	681	-0.6%	0%	1%

Continued:
SMILES	T cell modulator	T cell modulator vesicle-bound %	NTR1 ag	NTR1 ag cell count 20 µM	GPR55 LPI antagonism	GPR35 arrestin U2OS	Rac1 GTP hydrolysis	Hep lipid drop	Hep lipid drop cells 6.5 µM	GPR55 activation	SV40 large T antigen	LYP phosphatase
CC(=O)Nc1cc(S(=O)(=O)C(F)(F)F)ccc1Cl	i	33	-0.6	62	8%	4%	5%	0	777	-0.1%	0%	2%
CCN(CC(=O)Nc1ccccc1C(F)(F)F)C(=O)c1cccc(S(=O)(=O)N2CCN(C)CC2)c1	i	14	1.1	44	x	x	4%	x	x	x	-1%	x
CC(=O)c1ccc(Nc2ncnc3c2oc2ccccc23)cc1	i	58	0.3	43	10%	6%	6%	x	x	0.3%	16%	-5%
CN1CCN(Cc2c(O)ccc3c(-c4ccccc4)cc(=O)oc23)CC1	i	14	2.3	62	11%	-5%	15%	x	x	-0.2%	-5%	3%
CCOc1ccc2[nH]c(=O)c(C(c3nnnn3C3CCCCC3)N3CCN(C)CC3)cc2c1 (stereo not given)	i	16	0.5	78	7%	-4%	8%	0	747	0.3%	0%	-2%
COc1ccc(/C=C2\N=C(c3c(-c4ccccc4)noc3C)OC2=O)cc1OC	i	30	0.7	62	21%	8%	-1%	x	x	-2.3%	16%	-3%
Cc1ccc(N/C=C(/C#N)c2ccsc2)cc1	i	15	4.1	39	4%	10%	11%	20	798	-0.2%	4%	4%
COCc1c(C(=O)N/N=C\c2cccnc2)nnn1-c1nonc1N	i	28	0.6	51	-5%	4%	8%	-8	783	-0.2%	5%	-5%
COC(=O)c1c(C(=O)NCc2ccccc2)ncn1CC(O)COc1ccccc1 (stereo not given)	i	47	-0.9	69	7%	15%	-2%	x	x	0.3%	-1%	-6%
CCOc1ccccc1OCc1nn2c(-c3ccc(C)cc3)nnc2s1	i	31	2.1	52	4%	-2%	4%	-2	785	0.0%	9%	7%
